Source: PubChem
RSV CPE inhibition = inhibition of RSV-induced cytopathic effect – HEp-2 cells, primary 10 µM value included (AID 2391) | hit rate 0.13% among 310,000 | CPE inhibition, % at 10 µM, or IC50 in µM where a hit was titrated | HEp-2 cells, RSV-induced CPE inhibition; higher % means a stronger effect; in the data active = a potency from the dose series; inconclusive = CPE inhibition mostly from about 23% at the one dose, without a potency; inactive = the rest, 99 in 100 with CPE inhibition below about 21%; also: strong numbers were not always called active
MgcRacGAP inhibition = MgcRacGAP GTPase-activating activity inhibitors, confirmation, biochemical, ADP Hunter fluorescence; MgcRacGAP-stimulated Rac1 GTP hydrolysis, ADP Hunter fluorescence; higher % means a stronger effect; GST-tagged Rac1 F28L mutant substrate; one-dose inhibition, % at 30 µM; IC50 in µM for titrated hits; hit rate 0.6% among 340,000;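 active = first-screen hits whose inhibition reached a set limit at any dose in the follow-up dose series; inconclusive = inhibition above the set first-screen limit but never retested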;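 also: fluorescence reports GDP produced by GAP-driven GTP hydrolysis; strong numbers were not always called active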
Large T inhibition = SV40 large T antigen inhibitors, biochemical (AID 1903) | SV40 large T antigen ATPase/helicase inhibition assay; higher % means a stronger effect | inhibition, % at 20 µM; hits with a dose series show IC50 in µM | hit rate 0.39% among 310,000; in the data active = a potency from the dose series; inconclusive = inhibition mostly from about 32% at the one dose, without a potency; inactive = the rest, 99 in 100 with inhibition below about 32%; also: strong numbers were not always called active
AID2073 = inhibitors of Mint1-CaV2.2 protein interaction, biochemical, HTRF (AID 2073) | HTRF protein-protein interaction, Mint1-CaV2.2; higher % means a stronger effect | inhibition, % at 20 µM, or IC50 in µM where a hit was titrated | hit rate 0.19% among 290,000; in the data active = inhibition mostly above about 51%, no sharp cut-off; inconclusive = no clear call, values can overlap the other calls; inactive = mostly below about 53%; also: some results filed as inactive read as strong as hits
Dengue-2 NS5 capping = flavivirus cap methylation enzyme inhibition – biochemical, confirmation dose response, primary screen (AID 588689); hit rate 0.3% among 340,000; inhibition, % at 25 µM; hits with a dose series show IC50 in µM; Dengue-2 NS5 methyltransferase capping enzyme assay, biochemical; higher % means a stronger effect; in the data active = a potency from the dose series; inconclusive = inhibition above about 29% without an active follow-up result
K1F lysis inhibition = protection from phage-mediated lysis, alamar blue read-out – E. coli UTI89, K1F phage, bacterial capsule biogenesis inhibitors (AID 488966) | E. coli UTI89 K1F phage lysis, alamar blue, 2 h; higher % means a stronger effect | one-dose inhibition, % at 100 µM; IC50 in µM for titrated hits | hit rate 0.02% among 340,000;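 active = phage lysis inhibition, versus mean bacterial control, above a set limit; inconclusive = no clear call, values can overlap the other calls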;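 also: capsule biogenesis inhibitors block K1F phage lysis so surviving cells raise fluorescence; higher fluorescence means more inhibition of phage lysis; actives were called in the ten point dose series up to 300 µM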
SIAH1 antagonists = Siah-1 peptide-binding antagonists, primary screen, biochemical, fluorescence polarization, rhodamine-plectin, uHTS (AID 1817). Siah-1 / rhodamine-plectin peptide fluorescence polarization; higher % means a stronger effect. displacement, % at 20 µM, or IC50 in µM where a hit was titrated. hit rate 0.02% among 290,000;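 active = displacement of at least 50% at 20 µM, with a fluorescence ratio check between 0.3 and a set limit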;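 also: plate controls were Siah plus tracer with DMSO for no effect and tracer alone without Siah for full effect; strong numbers were not always called active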
West Nile virus CPE = inhibition of WNV-induced cytopathic effect – cell-based, CPE readout (AID 1621). CPE inhibition, % at 10 µM; hits with a dose series show IC50 in µM. hit rate 0.02% among 290,000. West Nile virus-infected cells, CPE inhibition; higher % means a stronger effect; in the data active = a potency from the dose series; inconclusive = CPE inhibition mostly from about 3.7% at the one dose, without a potency; inactive = the rest, 99 in 100 with CPE inhibition below about 2.2%; also: strong numbers were not always called active
NTR1 agonist = agonists of NTR1, primary screen, imaging, U2OS cells, beta-arrestin-GFP, high content (AID 493036); P30989; NTR1-U2OS beta-arrestin-GFP spot imaging, agonist mode; activation, % at 20 µM; hit rate 0.17% among 330,000;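 active = activation at or above 40% of the spot to cytoplasm intensity ratio, with at least 20 cells analyzed; inconclusive = wells under 20 cells, flagged as cytotoxic or low count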;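 also: 0% = DMSO without peptide and 100% = 100 nM NTR1 peptide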
Target sequence (P30989 whole entry, looked up): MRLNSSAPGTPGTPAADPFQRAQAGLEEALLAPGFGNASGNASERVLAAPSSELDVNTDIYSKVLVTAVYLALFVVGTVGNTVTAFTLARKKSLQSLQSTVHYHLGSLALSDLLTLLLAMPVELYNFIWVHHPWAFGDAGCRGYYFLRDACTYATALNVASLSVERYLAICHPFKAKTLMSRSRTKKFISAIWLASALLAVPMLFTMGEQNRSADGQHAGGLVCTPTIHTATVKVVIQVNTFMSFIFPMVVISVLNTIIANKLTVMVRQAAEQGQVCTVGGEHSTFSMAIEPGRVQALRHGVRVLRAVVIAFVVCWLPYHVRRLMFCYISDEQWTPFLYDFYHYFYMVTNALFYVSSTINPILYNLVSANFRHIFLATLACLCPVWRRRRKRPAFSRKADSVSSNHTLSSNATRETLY
NTR1 agonist cell count 20 µM = second read-out of NTR1 agonist, no call of its own (marks repeat the call); cell count; measured here: cell count, cytotoxicity flag
Starred values were filed as active, the others as inactive; ? = inconclusive; nt = no result given; [ ] = dose if it differs, or a comment. Hits appear at their usual frequency (roughly 1.6% active in at least one column).

SMILES	RSV CPE inhibition	MgcRacGAP inhibition	Large T inhibition	AID2073	Dengue-2 NS5 capping	K1F lysis inhibition	SIAH1 antagonists	West Nile virus CPE	NTR1 agonist	NTR1 agonist cell count 20 µM
C=CCNC(=O)C1CCC(CNc2nc(=S)[nH]c3ccccc23)CC1 (stereo unspecified)	0.5%	-4%	20%	19%	-2%	0.0%	1%	-0.9%	0.3	91
Nc1nc(SCC(=O)Nc2ccc(Br)cc2F)n[nH]1	2.7%	8%	-2%	9%	-7%	0.3%	-8%	-0.1%	2.2	52
C=CCN1C(=O)/C(=C2/Sc3ccccc3N2CC)SC1=S	6.8%	10%	12%	17%	?	0.1%	1%	-1.0%	7.9	77
CCCn1c(SCC(=O)NC(=O)NCc2ccccc2)n[nH]c1=O	nt	5%	nt	nt	3%	1.0%[50 µM]	nt	nt	-2.2	58
Cc1ccc(-c2ccc3nnc(SCC(N)=O)n3n2)cc1	1.9%	11%	14%	33%	-13%	0.0%	-4%	0.2%	-0.6	60
CSc1nnc2c3cc(F)ccc3n(C)c2n1	47%	4%	2%	8%	2%	0.0%	6%	-1.0%	1.5	50
Cc1cc(C)c(C2=NOC3C4CCC(C4)C23)c(C)c1 (stereo unspecified)	1.1%	7%	-2%	5%	-4%	3.7%	2%	0.1%	1.6	41
O=C(Nc1ccc(C(F)(F)F)cc1[N+](=O)[O-])O[C@H]1[C@H](Cc2ccccc2)NS(=O)(=O)[C@H]2C[C@@H]3C=C[C@]12O3	25µM*	-7%	nt	nt	7%	-0.5%	nt	nt	4.2	71
CCOC(=O)N1CCN(S(=O)(=O)c2ccc(C(=O)N(CCCN(C)C)c3nc4c(F)cc(F)cc4s3)cc2)CC1	-0.3%	9%	8%	nt	-3%	1.6%[50 µM]	nt	nt	-0.5	69
COC(=O)C(C(C)C)N1CCc2c(C)nc3c(C#N)cnn3c21 (stereo unspecified)	0.2%	2%	5%	4%	-15%	3.8%	4%	1.5%	0.1	56
O=C(COc1ccc(-c2nnco2)cc1)Nc1ccc(F)c(Cl)c1	nt	0%	nt	nt	-10%	1.0%	nt	nt	-1.9	65
CCOC(=O)Cc1nnc(NC(=O)Nc2ccccc2)s1	0.3%	5%	3%	-2%	-7%	0.7%	1%	0.3%	0.9	51

Three entries from above, sorted by SMILES length, low to high:
SMILES	RSV CPE inhibition	MgcRacGAP inhibition	Large T inhibition	AID2073	Dengue-2 NS5 capping	K1F lysis inhibition	SIAH1 antagonists	West Nile virus CPE	NTR1 agonist	NTR1 agonist cell count 20 µM
Cc1ccc(-c2ccc3nnc(SCC(N)=O)n3n2)cc1	1.9%	11%	14%	33%	-13%	0.0%	-4%	0.2%	-0.6	60
O=C(COc1ccc(-c2nnco2)cc1)Nc1ccc(F)c(Cl)c1	nt	0%	nt	nt	-10%	1.0%	nt	nt	-1.9	65
C=CCNC(=O)C1CCC(CNc2nc(=S)[nH]c3ccccc23)CC1 (stereo unspecified)	0.5%	-4%	20%	19%	-2%	0.0%	1%	-0.9%	0.3	91

New compounds follow
SMILES	RSV CPE inhibition	MgcRacGAP inhibition	Large T inhibition	AID2073	Dengue-2 NS5 capping	K1F lysis inhibition	SIAH1 antagonists	West Nile virus CPE	NTR1 agonist	NTR1 agonist cell count 20 µM
COc1ccc(C(C)(C)C)cc1NC(=O)c1c(C)noc1C	0.1%	6%	1%	2%	2%	6.5%	-3%	0.8%	3.2	79
CCC(C)(C)C(=O)Nc1cc([N+](=O)[O-])ccc1Cl	1.1%	3%	3%	-4%	-1%	2.0%	6%	-0.5%	-0.3	51
O=C(CCCN1C(=O)c2ccccc2C1=O)Nc1sc2c(c1C(=O)NCc1ccco1)CCC2	-0.3%	12%	10%	16%	-2%	0.1%	11%	-0.6%	2.0	82
CCC(CC)=NNc1cccc([N+](=O)[O-])c1	-0.9%	6%	-9%	3%	-2%	4.6%	-3%	-0.3%	-1.3	75
CC(C)CC(=O)NC(Nc1ccccc1F)C(Cl)(Cl)Cl (stereo unspecified)	-2.1%	0%	-1%	-2%	-3%	-1.1%	4%	nt	-1.2	40
Cc1nn(-c2nc3ccccc3s2)c(C)c1Oc1ccccc1O	16µM*	-1%	0%	10%	-1%	-0.2%	9%	0.0%	29	54
O=C(NC1CCCC1)c1ccc(CN2CCOCC2)cc1	1.5%	-4%	-7%	-1%	1%	-0.7%	1%	-0.4%	2.1	51
CCc1ccc(N2CC(C(=O)N/N=C/c3ccccc3)CC2=O)cc1 (stereo unspecified)	4.0%	1%	nt	nt	-4%	-0.2%	nt	nt	-0.1	57
C=CCN(CC=C)CCOc1ccc(C)cc1[N+](=O)[O-]	0.2%	28%	12%	-12%	-6%	-0.2%	4%	-0.9%	-1.3	63
CC1=C(C(=O)OC(C)C)C(c2ccc(Cl)cc2)n2c(s/c(=C\c3ccc(OCC(=O)O)cc3)c2=O)=N1 (stereo unspecified)	21%	7%	7%	48%	26%	5.2%	35%	0.9%	nt	nt
C[C@]12c3[nH]c4ccc(Cl)cc4c3CCN1C(=O)[C@@H](CC(=O)NCC13CC4CC(CC(C4)C1)C3)C[C@@H]2C(=O)N1CCCCC1	nt	7%	nt	nt	-2%	0.1%	nt	nt	16	50
COC(=O)C1CCN(CC(=O)Nc2ccc3c(c2)OCCO3)CC1	nt	4%	nt	nt	-1%	-0.7%	nt	nt	-0.9	65
CSc1ccccc1C(=O)N(CC1CCCO1)c1c(N)n(Cc2ccccc2)c(=O)[nH]c1=O (stereo unspecified)	-0.8%	5%	16%	nt	1%	0.6%[50 µM]	nt	nt	-0.2	67
N#Cc1nc(-c2ccc(F)cc2)oc1N1CCCCC1	0.7%	-3%	7%	12%	-3%	0.0%	-2%	0.3%	5.1	84
O=C(NCc1ccccn1)c1cccn1-c1ncc(C(F)(F)F)cc1Cl	-0.8%	12%	2%	7%	2%	0.4%	10%	-0.6%	-0.8	45
Nc1c(C(=O)NCCN2CCOCC2)c2nc3ccccc3nc2n1-c1ccccc1	-2.6%	6%	4%	28%	-3%	0.6%	4%	0.2%	-1.0	46
O=S(=O)(NCCc1ccccc1)c1ccc(S(=O)(=O)N2CCCCC2)cc1	1.4%	7%	-3%	10%	-5%	3.1%	-2%	-0.8%	0.5	57
CCOC(=O)C1CCN(c2ncnc3c2c(-c2ccccc2)cn3-c2ccccc2)CC1	11%	4%	5%	4%	-5%	0.5%	8%	0.1%	7.2	62
O=C(Nc1ccc(N2CCN(C(=O)c3ccco3)CC2)cc1)c1cccnc1Cl	2.8%	6%	nt	-6%	6%	0.1%	2%	-0.3%	0.0	69
CN1CCN(C(=O)/C(=C/c2cccnc2)NC(=O)c2cccc(Br)c2)CC1	-0.3%	15%	-5%	-20%	2%	0.2%	-3%	-0.6%	0.2	42
O=C(Nc1cccc2ccccc12)c1ccc([N+](=O)[O-])o1	10%	7%	0%	-1%	-4%	-0.1%	0%	2.0%	8.3	62
c1ccc(SCCN2CCN(c3ccccc3)CC2)cc1	9.8%	6%	11%	0%	-5%	0.0%	8%	-0.4%	0.6	52
Cc1nc2ccccn2c1C(=O)N/N=C/c1ccc([N+](=O)[O-])cc1	nt	nt	14%	-5%	nt	nt	11%	0.3%	-1.0	35
O=C(Cn1c(NCCO)nc2ccccc21)c1cccs1	1.1%	2%	-3%	-7%	nt	0.4%	2%	0.1%	0.9	61
Clc1ccc(-c2nc(Cc3ccccc3)no2)cc1	4.1%	12%	5%	1%	2%	1.5%	8%	0.4%	0.6	34
O=C(CSc1nc(C2CC2)nc2sc3c(c12)CCCC3)NCc1ccco1	-1.2%	2%	-1%	7%	1%	2.5%	1%	1.9%	0.7	66
O=C(NC(=S)Nc1ccc(N2CCOCC2)cc1)c1cccc(Cl)c1	3.9%	14%	21%	-10%	1%	7.2%	-2%	-0.5%	-0.9	44
Cc1noc(C)c1S(=O)(=O)Nc1ccccc1Oc1ccccc1	2.4%	4%	4%	0%	-5%	-0.1%	-4%	-0.2%	3.0	37
COc1ccc(NC(=O)CCS(=O)(=O)c2ccc3c(c2)oc(=O)n3C)cc1	1.4%	12%	11%	8%	-5%	0.2%	0%	1.8%	0.6	82
COC(=O)c1c(O)cc(=O)n2c1CCCCC2	4.1%	3%	8%	0%	-2%	-0.2%	3%	0.5%	1.4	37
O=C(Nc1ccc(N2CCN(C(=O)c3ccccc3F)CC2)cc1)c1ncn[nH]1	2.2%	4%	8%	1%	-8%	0.1%	-7%	0.3%	1.7	74
CC1=C(C(=O)Nc2ccccc2)C(c2ccncc2)C(C#N)=C(SCC(=O)Nc2ccccc2)N1 (stereo unspecified)	0.2%	0%	4%	14%	-5%	-1.0%	0%	-0.1%	0.0	87
Cc1sc(Nc2ccc([N+](=O)[O-])cc2)nc1-c1c(C)n(C)n(-c2ccccc2)c1=O	?	11%	13%	-13%	-6%	5.2%	0%	-0.3%	-1.0	76
CC(=O)Nc1cccc(/C(C)=N/NC(=O)c2c(-c3ccccc3Cl)noc2C)c1	1.9%	4%	4%	-7%	-7%	2.4%[50 µM]	4%	-0.9%	1.7	70
O=C(NS(=O)(=O)Nc1ccccn1)c1c[nH]c2ccccc12	1.6%	5%	10%	7%	0%	0.1%	1%	0.3%	-0.1	59
Cn1cc(-c2ccccc2C(=O)O)c(=O)c2cc(Cl)ccc21	0.4%	7%	12%	9%	3%	0.0%	9%	-0.5%	-0.6	99
CC(=O)C[C@@H](O)CC(=O)[C@H]1OC(=O)CCCCCCCCc2ccccc21	nt	4%	nt	nt	0%	-0.5%	nt	nt	-2.5	64
NS(=O)(=O)c1ccc(CCNC(=O)c2cccc(S(=O)(=O)N3CCCC3)c2)cc1	0.7%	5%	nt	nt	-7%	1.0%[50 µM]	nt	nt	0.2	107
Cc1ccc(CN2CCN(Cc3cnc(N4CCOCC4)s3)CC2CCO)cc1 (stereo unspecified)	-0.9%	10%	22%	-10%	6%	0.2%	5%	-0.4%	2.0	45
Cc1cccc2sc(NNC(=O)c3ccc(S(=O)(=O)N4CCCC(C)C4)cc3)nc12 (stereo unspecified)	0.8%	11%	0%	26%	-1%	2.1%	-3%	nt	nt	nt
COc1ccc(CCNC(=O)c2c(O)c3ccccc3n(C)c2=O)cc1	8.8%	3%	15%	11%	-9%	1.2%	-2%	-0.3%	1.0	71
O=C(CCN1CCCCC1c1cccnc1)NCc1ccccc1 (stereo unspecified)	0.9%	-8%	11%	0%	4%	0.5%	1%	-0.1%	0.1	59
C#CCNC(=O)C1=C[C@H](c2csc3ccccc23)[C@@H](CCCO)[C@H](OCC)O1	2.4%	16%	1%	-6%	-1%	0.3%	49%	-0.5%	-1.0	78
CCN(CC)C(=O)COc1ccc(/C(C)=N/NC(=O)c2ccccc2Br)cc1	0.6%	8%	10%	2%	8%	-0.1%	5%	-0.5%	-0.3	49
